# Source: PubChem BioAssay (several laboratories)
# rCAG RNA binder: molecules binding r(CAG) RNA repeats | r(CAG) RNA repeat, TO-PRO-1 dye displacement fluorescence | inhibition, % at 3 µM | 370,000 compounds, 1.3% hits | AID 651821;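 active means inhibition above the plate cutoff, the mean of all test compounds on that plate plus 3 SD, cut at about 35% in these data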;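 further: 0% = DMSO alone and 100% = 100 µM mitoxantrone as full dye displacement; higher means more dye released from RNA so lower well fluorescence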
# LEDGF integ inh: blocks HIV-1 LEDGF/p75-dependent DNA integration; TR-FRET IN-LEDGF/p75 DNA integration, Eu/Cy5; inhibition, % at 3.7 µM; 370,000 compounds, 0.64% hits;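 active means inhibition above the screen-wide mean plus 3 SD, cut at about 13% in these data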;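 further: signal is the Cy5 over europium emission ratio at 671 and 618 nm; 0% = plate median of compound wells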
# PRMT1 FP inh: PRMT1 (human) inhibition, primary screen; Q99873; recombinant PRMT1, activity-based probe fluorescence polarization; inhibition, % at 2.79 µM; 370,000 compounds, 1.3% hits; AID 652257;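 active means inhibition above about 21% made by adding two undisclosed values, limit read from the data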
# Target sequence (Q99873 whole entry, looked up): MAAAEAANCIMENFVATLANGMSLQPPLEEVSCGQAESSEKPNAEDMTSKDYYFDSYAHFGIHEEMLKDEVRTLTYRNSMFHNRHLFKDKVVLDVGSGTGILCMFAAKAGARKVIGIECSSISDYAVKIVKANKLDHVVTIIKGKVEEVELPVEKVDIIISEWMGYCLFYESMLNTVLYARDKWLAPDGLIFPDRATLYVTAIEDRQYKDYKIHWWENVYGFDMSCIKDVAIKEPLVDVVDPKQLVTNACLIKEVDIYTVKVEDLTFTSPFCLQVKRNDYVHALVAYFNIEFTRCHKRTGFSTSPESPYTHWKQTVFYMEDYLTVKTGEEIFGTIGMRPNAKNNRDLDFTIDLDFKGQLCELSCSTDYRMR
# ABHD4 inh: ABHD4 (mouse) inhibition, primary FP screen | Q8VD66 | purified mABHD4, FP-Rh probe fluorescence polarization | inhibition, % at 8.92 µM | 370,000 compounds, 0.54% hits | AID 720543;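 active means inhibition exceeding the mean over every tested compound plus 3 SD, cut at about 30% in these data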;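 further: 0% = plate median of compound wells and 100% = S159A mutant with DMSO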
#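 Test system: mouse ABHD4 enzyme, wild type. Reagent: FP-Rh fluorescent activity-based probe, added after compound pre-incubation. Timing: pre-incubation 45 min, probe exposure 60 min, at 25 °C. Technique: FP readout, ex 525 nm / em 598 nm. Benchmarks: high control S159A mutant with DMSO, low control median of compound wells.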
# MBD2 DNA inh: blocks human MBD2 binding to methylated DNA | TR-FRET, MBD2 binding to methylated oligonucleotide | AID 686964 | 370,000 compounds, 0.31% hits | inhibition, % at 4.4 µM | Q9UBB5; in the data active means inhibition above about 13%
# HTRA1 inh: inhibitors of human serine peptidase HTRA1; 340,000 compounds, 0.5% hits; recombinant HTRA1, FP-rhodamine activity-based probe, fluorescence polarization; inhibition, % at 5.96 µM; Q92743; AID 504803; in the data active means inhibition above about 36%;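 further: 0% = enzyme with DMSO and 100% = wells lacking enzyme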
# TCR CD3 inh: human TCR-CD3 binding inhibition | TAMRA-labeled TCR probe fluorescence, biochemical | inhibition, % at 9.4 µM | 360,000 compounds, 0.37% hits | AID 651800; in the data active means inhibition above about 19%;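 further: recombinant mutant TCR 2C K166C tagged with TAMRA read by polarization; 0% = receptor in buffer alone and 100% = receptor with positive control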
# TDP2 inh: blocks human TDP2 phosphodiesterase activity | O95551 | recombinant TDP2, T5PNP hydrolysis, p-nitrophenol absorbance 415 nm | inhibition, % at 12.8 µM | 370,000 compounds, 0.34% hits;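 active means inhibition above the mean of all tested compounds plus 3 SD, set per campaign, cut at about 25% in these data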;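 further: 0% = DMSO with enzyme and 100% = buffer with substrate but no TDP2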
# Target sequence (O95551 whole entry, looked up): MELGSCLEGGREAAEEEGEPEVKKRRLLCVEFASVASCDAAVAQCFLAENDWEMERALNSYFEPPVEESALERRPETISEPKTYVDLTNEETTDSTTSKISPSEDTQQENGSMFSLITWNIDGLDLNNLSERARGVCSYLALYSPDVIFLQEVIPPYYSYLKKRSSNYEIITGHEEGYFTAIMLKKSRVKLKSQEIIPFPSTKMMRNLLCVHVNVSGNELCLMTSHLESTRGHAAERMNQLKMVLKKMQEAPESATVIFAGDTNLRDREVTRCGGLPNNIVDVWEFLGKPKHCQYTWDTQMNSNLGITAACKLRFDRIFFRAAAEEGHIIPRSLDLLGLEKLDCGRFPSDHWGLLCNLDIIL
#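 Incubation: 2 h at 37 °C; Test system: recombinant human TDP2; Quantity: enzyme 120 nM; Read-out basis: percent inhibition; Medium: 50 mM Tris-HCl pH 7.5 with Mg2+, KCl, DTT, BSA; Repeats: single replicate; Compound: 12.8 µM single point, 1% DMSO; Signal: epi absorbance; Reagent: 5 mM T5PNP chromogenic substrate; Benchmarks: no-enzyme high, DMSO-plus-enzyme low.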
# SIAE inh: inhibitors of human sialic acid acetylesterase SIAE | inhibition, % at 9.66 µM | 370,000 compounds, 0.69% hits | SIAE FP-Rh probe binding, fluorescence polarization | AID 1053197;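 active means inhibition above a cutoff: mean of compounds within the control limits plus 3 SD of those, cut at about 17% in these data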;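 further: 0% = plate median of compound wells and 100% = probe without SIAE protein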
# NPR2 activator: GC-B (human) receptor activation; P20594; HEK293-GC-B cells, CNP EC30, cGMP TR-FRET; 0% at EC30 CNP, 100% saturating CNP; activation, % at 10 µM; 370,000 compounds, 0.11% hits; AID 1920062;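 active means activation at 10 µM reaching about 35% in either raw or pattern-adjusted values, limit read from the data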
# The depositor's hits bear a star; . = no result given. Not all compounds are listed; count on the stated rates, not on these rows.
SMILES,rCAG RNA binder,LEDGF integ inh,PRMT1 FP inh,ABHD4 inh,MBD2 DNA inh,HTRA1 inh,TCR CD3 inh,TDP2 inh,SIAE inh,NPR2 activator
CN1C(=O)NC(c2ccc(O)cc2)C2=C1CN(c1ccccc1)C2=O (stereo unspecified),0,5,4,7,2,-3,1,10,2,10
Cc1ccc([C@@H]2CC=C(C(=O)O)[C@H](c3ccccc3F)N2S(=O)(=O)c2ccc(C)cc2)cc1,61*,-2,1,12,0,-14,4,-1,2,-2
COc1ccc(CN2CCC(C(=O)N3CCN(c4ccccc4F)CC3)CC2)cc1OC,-9,8,2,-9,9,7,-11,1,2,-1
Cn1c(SC2CCCCC2=O)nnc1-c1ccncc1 (stereo unspecified),2,2,-4,6,-7,-1,5,-1,2,6
CCNC(=S)N(CCc1c(C)[nH]c2ccc(OC)cc12)Cc1cccnc1,3,-5,17,-2,0,0,2,-12,1,1
C#CCN(C(=O)c1ccc(OC)c(OC2CCN(C(C)C)CC2)c1)C1CCCCC1,-9,0,1,5,-3,8,1,-5,3,0
COc1cc(OC)cc(-c2nnc(SCC(=O)NCc3cccs3)o2)c1,-3,-2,1,5,5,-6,-4,-5,-9,-5
On1nnc2ccccc21,-2,-3,4,6,5,2,-3,4,1,-1
COc1ccccc1OC(C)C(=O)N1CCN(Cc2ccc3c(c2)OCO3)CC1 (stereo unspecified),-5,8,-4,-5,-3,-3,-6,-7,4,4
CC[C@]1(c2ccccc2OC)ON(c2ccccc2C(F)(F)F)C1=O,-1,3,1,5,4,.,-7,5,-5,-2
O=C(Nc1c(C(=O)N2CCOCC2)cnn1-c1ccccc1)c1cccc(F)c1,-4,1,3,3,1,4,-8,-10,4,2
Cc1ccc(NC(=S)N(CCCN2CCCC2)Cc2cccn2Cc2ccc(Cl)cc2)cc1,4,-1,4,11,-3,-6,-3,-12,1,-1
N#Cc1c(NC(=S)NC(=O)Cc2cccs2)sc2c1CCCCC2,14,1,10,5,-5,-11,-5,-3,-10,12
N/C(=N/O)c1nc(N2CCCCC2)nc(N2CCCCC2)n1,-7,0,-2,3,3,1,5,1,4,4
Nc1nc(-c2cccc(NS(=O)(=O)c3ccccc3)c2)cs1,7,1,-1,-4,1,0,-1,-15,6,0
CC(=O)c1ccc(NC(=O)C2=CC(c3ccc4c(c3)OCO4)=NS(=O)(=O)N2C)cc1,11,-2,-4,-6,-2,-19,2,-4,0,-1
C(#CCN1CCOCC1)COCCOC(c1ccccc1)c1ccccc1,-8,0,-1,8,-6,-4,-6,3,0,-1
CCNC(=O)C1CC(=O)N(Cc2ccc(F)cc2)C(=Nc2ccc(OC)cc2)S1 (stereo unspecified),-8,0,-1,0,1,-8,-3,-5,8,0
CCC(c1nnc(SCC(=O)Nc2nnc(-c3ccccc3)o2)o1)N(C)C (stereo unspecified),6,2,2,1,-6,-5,-1,7,6,1
CCN(C(=O)COC(=O)/C=C/c1ccc(OC(F)F)c(OC)c1)C1CCS(=O)(=O)C1 (stereo unspecified),-1,-1,1,5,4,4,-4,0,4,1
Cc1ccc(C2N(c3ccc(Cl)cc3)C(=O)N3CCCN23)cc1 (stereo unspecified),-8,1,-1,-1,7,15,11,3,-1,-11
O=C(c1ccco1)N1CCN(C(=O)c2cnn(-c3ccc(Cl)cc3)c2C2CCNCC2)CC1,0,3,5,3,4,3,-3,-5,9,3
CCOC(=O)C1=C(C)N=C2c3ccccc3C(=O)C2C1c1ccc(Cl)cc1 (stereo unspecified),4,1,0,35*,-4,38*,-2,-9,19*,-12
Cc1ccc(C(=O)Nc2cccc(C(=O)NCc3ccccc3)c2)o1,2,0,0,-9,-2,-12,5,-4,-1,5
COc1cc2nc(SCc3ccc(Cl)cc3Cl)n(Cc3cccs3)c(=N)c2cc1OC,10,-1,-4,-29,-4,-63,0,2,-13,1
CC1(NC(=O)Cc2c(F)cccc2Cl)CCS(=O)(=O)C1 (stereo unspecified),2,6,1,2,0,9,-1,-1,-10,1
O=C(c1cc(COc2ccc(F)cc2F)on1)N1CC2C[C@@H]3CC1C[C@H](C2)C3,-6,-1,0,-1,0,-4,1,-2,-1,3
CN(Cc1cccs1)C(=O)CNC(=O)c1ccco1,-5,-4,3,-7,0,7,-3,-2,1,1
Cc1ccc(C(=O)/C=C/Nc2cccc(O)c2)cc1,-5,-2,16,8,-5,-8,1,-7,5,-3
CC(C)(C)CC(=O)Nc1nnc(SCC(=O)NCc2cccs2)s1,-5,0,5,5,8,8,-2,4,2,-3
CC(C)C(C(=O)NCc1ccco1)N(C(=O)CNS(=O)(=O)c1ccccc1)c1ccccc1 (stereo unspecified),4,7,-2,-3,-2,5,-2,-9,2,-2
CC(C)(C)c1nc(SCC(=O)Nc2ccc3c(c2)OCCO3)c2ccccc2n1,-5,0,4,-5,7,1,-4,-1,-7,2
CCCCn1c(N)c(N(CCOC)C(=O)c2ccc3c(c2)OCCO3)c(=O)[nH]c1=O,-2,-1,-2,2,-3,-1,5,-4,3,2
COc1ccccc1N1CCN(C(=O)c2ccccc2Oc2ccccc2)CC1,4,6,-2,-4,-6,-5,-5,-18,3,-15
CCCc1cc(=O)[nH]c(SCC(=O)Nc2cc(S(=O)(=O)N3CCCCC3)ccc2Cl)n1,41*,-1,-1,-2,1,-15,0,0,-6,-5
CCN1CCCC1CNCc1ccccc1OCc1ccc(F)cc1 (stereo unspecified),1,1,2,3,-2,-7,6,21,7,2
Cn1c(=O)c2[nH]c(C3CC3)nc2n(C)c1=O,0,-4,-2,8,0,1,-6,-5,-1,6
COc1ccc(/C=C/C(=O)NCc2ccc3c(c2)OCO3)cc1OC,-7,-6,1,-2,-1,-7,-8,-5,-6,-2
O=C(CN1CCN(Cc2ccc(F)cc2Cl)C1=O)NCCc1ccccc1,0,5,-4,-3,-5,3,1,0,7,0
CC(=O)c1c(O)c2ccccc2n(C2CCCCC2)c1=O,5,-2,0,9,1,-3,2,-4,1,2
Nc1cc(=O)[nH]c2nnc(SCC(=O)Nc3cccc4ccccc34)n12,3,0,3,6,2,-1,2,5,-10,-5
O=S(=O)(NN=C1CCCCCC1)c1ccccc1,2,1,2,0,-6,4,2,-10,2,3
CC(C)c1cc(C(=O)N2CCCC(N3CCN(c4ccc(F)cc4)CC3)C2)n(C)n1 (stereo unspecified),-13,-6,1,-1,5,-2,-4,1,1,4
COc1ccc(SC[C@H](Cc2ccccc2)N2CC[C@@H](C(C)(C)C)CCC2=O)cc1,-1,-2,14,8,-1,-4,0,6,3,-23
Cc1cc(C(=O)CCC(=O)NCC2COc3ccccc3O2)c(C)s1 (stereo unspecified),-1,-6,1,2,4,-11,-10,3,4,-3
O=C(Nc1ccc(-c2ccc([N+](=O)[O-])cc2)cc1)c1ccccc1F,-1,-1,-2,3,0,3,4,-9,-1,-3
COc1ccc2c(CC(=O)Nc3ccccc3N3CCOCC3)coc2c1,-2,3,-6,-3,1,4,-4,13,7,-8
O=C(CSc1nnc(C2CC2)n1Cc1ccccc1)N1CCNC1=O,0,0,-4,1,0,3,1,-1,5,2
Cc1ccc2nc3n(c(=O)c2c1)CCC3,2,4,-3,-4,2,-2,-12,-12,-4,0
Cc1cccc(N(CC(=O)NCc2ccco2)S(=O)(=O)c2ccccc2)c1,3,-2,-5,3,0,0,1,11,-2,0
Cc1ccccc1NC(=O)c1cccnc1,1,2,3,0,-1,6,-1,3,0,1
COc1cccc(CNC(=O)Cc2ccc(NC3=NC4CS(=O)(=O)CC4S3)cc2)c1 (stereo unspecified),1,-1,15,4,1,4,-3,-4,2,4
COc1ccc(C(C(=O)NCCC(C)C)N(CCO)C(=O)c2snc(C(N)=O)c2N)cc1 (stereo unspecified),0,-1,-1,-2,-3,12,9,0,1,-5
COc1ccc(C(=O)NNC2=NC(C)(C)Cc3ccccc32)cc1,4,-7,-2,6,-1,-1,2,-3,-2,-2
O=C(c1ccc2c(=O)n3c(nc2c1)CCCCC3)N1CCN(c2cccc(Cl)c2)CC1,4,-1,-1,10,-1,-6,-1,7,0,2
CCOc1ccc(NC(=O)CC2SC(N)=NC2=O)c([N+](=O)[O-])c1 (stereo unspecified),0,-1,3,3,-4,-3,0,7,8,1
